TGFb inhibitor = qHTS for Inhibitors of TGF-b | actives 1.2% (n = 410,000) | HepG2 CAGA-GFP TGF-b/SMAD3 reporter, GFP fluorescence, 18 h; TGF-beta stimulated, 500 pg/mL final | AID 588855, 2011 | Potency, µM (highest dose often 46.1 µM), without a hit: at the highest dose activity, negative = inhibition, actives largely listed as inhibitors; note: potency is the fitted concentration of half-maximal effect; % is set by controls: 0 for no effect and ±100 for the full control effect; nearly all actives have a fitted effect of over 65% in size
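Per well, imaged GFP fluorescence of HEPG2 CAGA-GFP cells gives the signal; cells get compound, then TGF-beta (500 pg/mL final), 18 h at 37 degrees C; %Activity versus -TGF-beta and +DMSO controls.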
IL-2 act = qHTS of IL-2 Activators. IL-2 activation reporter assay, cell-based qHTS; stimulated with anti-CD3/CD4/CD28 beads; in transgenic mouse T cells. activation, % (series mostly up to about 46 µM). actives 0.065% (n = 360,000); in the data active = activation above about 50%; inconclusive = mostly about 30% to 49%; note: 0% is about no effect
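Using fluorescent plate cytometry, EGFP and DsRed are detected in transgenic mouse T cells stimulated 18 h at 37 degrees C with antibody-coated beads after 60 min compound pretreatment.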
S2 tox = Viability Counterscreen for Primary qHTS for Inhibitors of ATXN expression; S2 cells (HEK-293 line with an ATXN2-luciferase reporter) viability, CellTiter-Fluor protease fluorescence, 24 h; Potency, µM (doses to about 56.7 µM), actives largely listed as cytotoxic; actives 0.49% (n = 400,000); note: potency is the fitted concentration of half-maximal effect; nearly all actives have a fitted effect of over 40% in size
Nrf2 inh = Nrf2 qHTS screen for inhibitors; AID 504444, 2011; A549 ARE-Fluc reporter, luciferase luminescence, 18-24 h; actives 2.1% (n = 360,000); Potency, µM (titrated, usually from 46 µM), for inactives: at the top dose activity change, negative = inhibition, usual class: inhibitors; note: potency is the fitted concentration of half-maximal effect; % is set by controls: 0 for no effect and ±100 for the full control effect; nearly all actives have a fitted effect of over 60% in size
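Nrf2 function is reported as luminescence of an ARE-controlled luciferase in A549 cells. Compounds were tested at several concentrations, and a CellTiter-Fluor read on the same wells flagged cytotoxicity.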
ATXN2 expr inh = Primary qHTS for Inhibitors of ATXN expression | actives 0.72% (n = 360,000) | Potency, µM (doses to about 57 µM), for the others: at the highest dose activity change, negative = inhibition, hits mostly inhibitors | HEK-293 ATXN2-luciferase reporter, luminescence, 24 h; note: potency is the fitted concentration of half-maximal effect; % is set by controls: 0 for no effect and ±100 for the full control effect; nearly all actives have a fitted effect of over 55% in size
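ATXN2-luciferase reporter cells (luciferase flanked by upstream and downstream ATXN2 gene portions) were treated 24 h at 37 °C with compounds at up to 57 uM. SteadyGlo luminescence gave expression; GF-AFC fluorescence gave viability.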
HepG2 tox = qHTS for Inhibitors of TGF-b: Cytotox Counterscreen | HepG2 CAGA-GFP viability, ATP luminescence, 18 h | Potency, µM (series often up to 46.1 µM), inactives show at the top dose activity change, negative = cytotoxicity, actives largely listed as cytotoxic | actives 0.76% (n = 410,000) | AID 588856, 2011; note: potency is the fitted concentration of half-maximal effect; some results filed as inactive show a strong effect at the top dose
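CellTiter-Glo luminescence gave cytotoxicity after 18 hours at 37 degrees C. The cells were HepG2 CAGA-GFP in 1% FBS DMEM, stimulated with 500 pg/mL TGF-beta after compound addition. %Activity was normalised to no-cell wells (complete cell-killing) and DMSO (no toxicity), and curves were fitted and classified.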
EPAC2 ag = qHTS for Agonist of cAMP-regulated guanine nucleotide exchange factor 4 (EPAC2): primary screen | AID 720711, 2013 | EPAC2 activation, biochemical qHTS; response scale: 100% = 6.5 mM cAMP response | Potency, µM (titrated, usually from 154 µM), for the others: at the highest dose activation, usual class: activators | Rap guanine nucleotide exchange factor 4 (Homo sapiens), Q8WZA2 | actives 0.079% (n = 360,000); note: potency is the fitted concentration of half-maximal effect; nearly all actives have a fitted effect of over 50% in size
Target sequence (Q8WZA2 whole entry, looked up): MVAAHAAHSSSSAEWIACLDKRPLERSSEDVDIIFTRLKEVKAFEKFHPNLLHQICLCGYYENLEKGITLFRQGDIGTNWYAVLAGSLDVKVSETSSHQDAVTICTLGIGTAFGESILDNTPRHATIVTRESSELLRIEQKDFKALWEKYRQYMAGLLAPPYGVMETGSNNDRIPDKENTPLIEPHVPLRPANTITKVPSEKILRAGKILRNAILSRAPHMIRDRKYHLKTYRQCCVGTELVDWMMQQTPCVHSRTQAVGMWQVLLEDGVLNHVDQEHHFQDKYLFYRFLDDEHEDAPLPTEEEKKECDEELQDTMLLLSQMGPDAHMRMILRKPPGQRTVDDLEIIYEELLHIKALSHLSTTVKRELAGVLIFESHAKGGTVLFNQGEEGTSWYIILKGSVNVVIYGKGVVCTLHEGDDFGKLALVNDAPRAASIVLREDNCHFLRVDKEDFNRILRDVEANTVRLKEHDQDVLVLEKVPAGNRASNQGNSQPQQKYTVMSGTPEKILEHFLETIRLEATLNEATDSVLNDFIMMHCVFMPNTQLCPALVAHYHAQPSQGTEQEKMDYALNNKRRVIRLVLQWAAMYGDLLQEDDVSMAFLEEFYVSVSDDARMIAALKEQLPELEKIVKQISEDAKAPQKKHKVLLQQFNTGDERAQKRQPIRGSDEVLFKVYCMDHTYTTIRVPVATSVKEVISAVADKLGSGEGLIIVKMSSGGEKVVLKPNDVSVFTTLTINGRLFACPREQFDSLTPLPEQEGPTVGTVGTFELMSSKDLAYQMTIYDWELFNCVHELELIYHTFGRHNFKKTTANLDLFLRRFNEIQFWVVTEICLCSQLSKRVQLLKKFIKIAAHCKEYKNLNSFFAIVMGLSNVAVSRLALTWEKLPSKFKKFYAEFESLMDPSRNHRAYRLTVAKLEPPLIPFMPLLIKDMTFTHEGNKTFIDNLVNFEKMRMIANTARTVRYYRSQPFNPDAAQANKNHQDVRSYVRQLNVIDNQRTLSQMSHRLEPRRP
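Fluorescence exchange assay: 100 nM EPAC2 with 250 nM RAP1B-BODIPY-GDP and 50 uM GDP; compounds tested as a concentration-titration series (qHTS). Loss of Rap1-bound BODIPY-GDP fluorescence read at 480/540 nm; data normalized to 6.5 mM cAMP.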
Nrf2 activator = qHTS of Nrf2 Activators; Potency, µM (top dose mostly 46.1 µM), for inactives: at the top dose activation, actives largely listed as activators; AREc32 ARE-luciferase reporter (MCF7-derived line), luminescence, 24 h; actives 0.31% (n = 410,000); note: potency is the fitted concentration of half-maximal effect; % of control where 0% means no effect; nearly all actives have a fitted effect of over 65% in size
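Quantitative high-throughput format: AREc32 reporter cells, 1000 per well, received compound by pin transfer and were incubated 24 hr at 37 deg C, 5% CO2, before Steady-Glo luminescence detection.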
A549 viability = Nrf2 qHTS screen for inhibitors: counterscreen for cytotoxicity; A549 ARE-Fluc cells, CellTiter-Fluor viability, 18-24 h; Potency, µM (highest dose often 46 µM), without a hit: at the highest dose activity change, negative = cytotoxicity, hits mostly inhibitors; actives 0.16% (n = 390,000); AID 504648, 2011; note: potency is the fitted concentration of half-maximal effect; % is set by controls: 0 for no effect and ±100 for the full control effect
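Cytotoxicity counterscreen: CellTiter-Fluor fluorescence was measured in A549 ARE_Fluc cells after 18-24 h of compound exposure in a concentration series. The subsequent BugLite luminescent read reports ARE-luciferase activity.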
* marks the source's active call; other numbers are inactive results; i = inactive; ? = inconclusive; · = no result given; & = joins results of further samples; ! = a repeat was not active; [ ] = remark or other dose. Unless noted, calls come from the whole dose curve; as a rule, active = well fitted curve in the direction sought with a large enough effect; inconclusive = small, poorly fitted or top-dose-only effect, or another doubt; inactive = no such curve, though single readings can be large; an effect the other way counts as inactive or inconclusive.

Compound	TGFb inhibitor	IL-2 act	S2 tox	Nrf2 inh	ATXN2 expr inh	HepG2 tox	EPAC2 ag	Nrf2 activator	A549 viability
CC(=O)Nc1ccc(C(F)(F)F)cc1Cl	16.4%	-0.9	i	-0.9%	-5.4%	-0.4%	7.7%	-0.8%	2.8%
N#CCCN(C(=O)COC(=O)CCNS(=O)(=O)c1ccccc1)c1ccccc1	-5.0%	0.5	i	6.7%	4.6%	-1.5%	5.7%	-0.2%	4.6%
CC1CCC(C(C)C)C(OC(=O)Cn2c(-c3ccccc3)[n+](C)c3ccccc32)C1 (centres undefined)	5.62µM*!	-0.7&-5.2	?	3.66µM*	?	-53.0%&-21.3%	-10.6%&1.1%	2.4%&5.3%	?
Cn1c(CCNC(=O)c2ccc(Cl)c(Cl)c2)nnc1SCc1ccc(Cl)c(Cl)c1	8.2%	-1.0	i	·	-15.7%	5.0%	-3.7%	0.2%	-0.7%
CCCCNc1c(-c2cccc(Sc3ccc(OC)cc3)c2)nc2ccccn12	?	-0.8	?	3.4%	?	-29.2%	9.9%	-2.6%	-2.6%
CCCc1ccc(C(C)NC(=S)NC2CCCCC2)cc1 (centres undefined)	?	-1.5	i	-82.3%	?	-24.4%	-3.6%	1.7%	10.3%
CC1(C)C(=O)Nc2ccccc2N1C(=O)COC(=O)c1cc([N+](=O)[O-])ccc1N	0.0%	4.0	i	?	-24.9%	-9.6%	13.4%	0.3%	-11.2%
Cc1ccc2c(CSc3nnc(N)s3)cc(=O)oc2c1	3.2%	2.8	?	24.0%	23.7%	-17.5%	4.5%	3.2%	-6.5%
COc1ccccc1CNc1nc2cc(-c3ccc(OC)c(OC)c3)sc2c(=O)n1C	?	-0.4	i	·	0.0%	3.8%	3.4%	-1.0%	·
O=C(NNC(=O)c1ccccc1O)c1ccc(Cl)c(S(=O)(=O)N2CCc3ccccc32)c1	-25.1%	0.1	?	?	-31.1%	-7.5%	8.9%	3.0%	-16.6%
CCCc1nc2c(sc3nc4c(cc32)COC(C)(C)C4)c(=O)o1	-3.0%	-1.4	i	-18.1%	·	-5.9%	-5.6%	-0.1%	0.0%
O=C(CC1(O)C(=O)Nc2ccccc21)c1ccc2c(c1)OCO2 (centres undefined)	-0.5%	-1.8	i	5.7%	6.9%	-1.3%	11.6%	2.9%	16.0%
Cc1c(C(=O)N2CCCC2)c(S(=O)(=O)NCCc2ccccc2)c(C)n1C	3.9%	-2.4	i	?	10.2%	3.5%	7.2%	-1.1%	2.0%
CCN(c1ccccc1)S(=O)(=O)c1nnc(NC(=O)C(C)C)s1	0.6%	0.7	i	0.0%	1.3%	-1.7%	7.4%	2.9%	6.0%
O=C1c2ccccc2C(=O)N1Cc1cc(Cl)c(O)c([N+](=O)[O-])c1	37.9%[activator]	-0.6	i	?	-22.3%	18.4%	-5.5%	1.9%	-9.5%
CC(C)c1ccc(S(=O)(=O)N2CCC(N3CCN(Cc4ccccc4)C(=O)C3=O)CC2)cc1	14.4%	·	i	?	0.3%	6.9%	·	0.6%	-0.5%
CCC(=O)N1CCc2cc(S(=O)(=O)NC(C(=O)NCc3ccc(C)cc3)C(C)C)ccc21 (centres undefined)	4.3%	0.1	?	?	-3.4%	-18.7%	-1.7%	0.2%	-6.0%
Cc1cccc(OCC(=O)NNS(=O)(=O)c2ccccc2F)c1	-1.4%	-0.1	i	-29.8%	30.8%	7.0%	1.1%	-0.1%	0.1%
O=c1ccc(S(=O)(=O)N2CCCC2)cn1Cc1nc(-c2ccccc2)no1	0.9%	0.3	i	5.3%	·	-8.5%	2.9%	-0.5%	0.2%
O=C(OCc1cccc([N+](=O)[O-])c1)c1cnccn1	0.3%	0.1	i	3.3%	4.7%	-2.7%	6.3%	0.0%	0.1%
C[C@@H]([C@@H](O)c1ccccc1)N(C)C(=O)C(N)Cc1ccccc1 (some centres undefined)	?	-2.8	i	9.3%	5.9%	7.9%	-4.0%	-0.4%	-3.9%
O=C(NCc1ccc(Cl)cc1)C1CCCN(S(=O)(=O)c2cnc[nH]2)C1 (centres undefined)	5.7%	-0.9	i	6.3%	7.6%	-3.0%	3.3%	0.2%	5.6%
CCS(=O)(=O)c1ncc(Cl)c(C(=O)N2CCN(c3ccc(OC)cc3)CC2)n1	·	·	·	20.6µM*	·	11.2µM*	·	-6.2%	?
Cc1ncoc1C(=O)N1CCc2c([nH]c3ccccc23)C1C(C)(C)C (centres undefined)	-7.9%	0.2	i	10.1%	10.8%	-21.2%	5.5%	2.3%	-6.6%
O=C(O)c1ccc2nc(-c3cc4cc(Cl)ccc4oc3=O)[nH]c2c1	6.2%	·	·	·	11.3%	7.0%	·	9.5%	0.4%
C=CCn1c(CNS(=O)(=O)c2ccc(Cl)cc2)n[nH]c1=S	-11.4%	-2.3	i	?	-5.5%	0.6%	9.8%	-0.1%	0.9%
CCNC(=S)N1CCN(S(=O)(=O)c2ccc(Cl)s2)CC1	13.3%	0.8	i	?	0.5%	-7.9%	3.9%	0.1%	7.3%
CC(=O)N1CCN(Cc2nc3cc(NC(=O)c4ccccc4Cl)ccc3n2C)CC1	-2.5%	-0.7	i	-25.2%	-13.2%	-4.4%	1.0%	-0.4%	-16.3%
O=C(CCNC(=O)c1ccc([N+](=O)[O-])cc1)Nc1cc(Cl)ccc1N1CCOCC1	6.5%	2.7	i	-5.0%	-4.8%	-15.4%	11.0%	-1.1%	6.5%
Cc1noc(C)c1S(=O)(=O)N(C)C[C@H]1Oc2c(NC(=O)NC(C)C)cccc2C(=O)N([C@H](C)CO)C[C@@H]1C	?	0.1	i	-5.8%	-0.6%	-5.2%	-0.4%	-0.4%	12.9%
CC1(c2ccc(Cl)cc2)NC(=O)N(CC(=O)N2CCc3ccccc32)C1=O (centres undefined)	-16.8%	-0.4	i	-9.1%	-12.3%	-11.2%	-5.4%	0.8%	1.1%
Cc1ccc(OCC(=O)N(c2ccc(C)cc2)S(=O)(=O)c2ccc(Cl)cc2)cc1	-8.1%	·	i	-17.2%	12.7%	8.1%	·	-1.1%	1.2%
O=C(Cn1ccn(-c2ccc(F)cc2)c(=O)c1=O)Nc1ccccc1C(F)(F)F	-9.2%	·	·	-13.8%	·	-3.3%	·	-0.9%	-1.4%
OCC1CCCN(C(=S)NCCc2ccccc2)C1 (centres undefined)	5.2%	1.4	?	?	37.6%[activator]	2.8%	-3.7%	0.2%	-6.2%
COc1ccc(N2Cc3cccc(C(=O)O)c3C2=O)cc1	3.9%&5.8%	-1.3	i	0.4%&-10.2%	8.5%	-2.0%&19.5%	4.2%	-0.4%	-3.4%&1.3%
COc1ccc(CCNC(=O)C2CCN(Cc3nc(-c4ccc(OC)c(OC)c4)oc3C)CC2)cc1OC	1.0%	·	i	?	15.2%	-2.6%	·	-0.8%	1.0%
CN(C)CCNC(=O)c1ccc(Cl)s1	3.4%	-0.8	i	10.2%	2.8%	7.6%	10.8%	-0.3%	1.8%
COc1c(C)cc(Br)cc1C(=O)Nc1ccccc1C	-8.0%	-0.6	i	-4.1%	?	-48.5%	22.2%	3.5%	16.9%
COC(=O)C1=C(C)N(CC2CC2)C(=O)N[C@H]1c1ccccc1	16.9%	2.5	i	1.1%	13.5%	-4.3%	1.7%	2.5%	0.4%
CCOC(=O)c1ccccc1NC(=O)COC(=O)c1ccc(OCC(=O)N2CCOCC2)c(OCC)c1	6.8%	-0.9	i	19.7%	-2.9%	2.6%	-7.8%	-0.4%	12.2%
CC1CCN(S(=O)(=O)c2nnc(NC(=O)COc3ccccc3)s2)CC1	9.6%	0.3	i	-19.5%	·	2.2%	-0.6%	-0.3%	-0.9%
Cc1ccc(CCN2CC(C(=O)NCCCN3CCOCC3)CC2=O)cc1 (centres undefined)	-19.3%	-0.3	i	-2.4%	-14.9%	-2.8%	0.7%	-1.0%	-5.1%
COc1ccc(S(=O)(=O)N2c3ccccc3OCC2C)cc1 (centres undefined)	?	-0.4	?	?	?	-2.2%	11.6%	-0.6%	-20.7%
COc1ccc(-c2[nH]c(-c3ccccc3)nc2SCC(=O)NCc2ccco2)cc1OC	-21.8%	0.4	i	2.6%	-3.0%	-19.8%	-5.4%	-0.7%	2.9%
CC1CCN(c2c(NCC3CCC(C(=O)NCCc4ccc(Cl)cc4)CC3)c(=O)c2=O)CC1 (centres undefined)	-23.5%	-5.0	i	?	-29.7%	-10.5%	-6.3%	-0.7%	5.3%
COc1ccc(Cl)cc1NC(=O)Cn1c2ncccc2c(=O)n1-c1ccc(C)c(C)c1	-8.1%	·	·	-23.4%	·	-17.3%	·	-1.0%	-17.5%

3 successive entries out of the list so far, quoted:
Compound	TGFb inhibitor	IL-2 act	S2 tox	Nrf2 inh	ATXN2 expr inh	HepG2 tox	EPAC2 ag	Nrf2 activator	A549 viability
CC1CCN(S(=O)(=O)c2nnc(NC(=O)COc3ccccc3)s2)CC1	9.6%	0.3	i	-19.5%	·	2.2%	-0.6%	-0.3%	-0.9%
Cc1ccc(CCN2CC(C(=O)NCCCN3CCOCC3)CC2=O)cc1 (centres undefined)	-19.3%	-0.3	i	-2.4%	-14.9%	-2.8%	0.7%	-1.0%	-5.1%
COc1ccc(S(=O)(=O)N2c3ccccc3OCC2C)cc1 (centres undefined)	?	-0.4	?	?	?	-2.2%	11.6%	-0.6%	-20.7%
